# Source: PubChem BioAssay
# KDM5B inhibitor: Primary screen for KDM5B Histone Demethylases FDH-coupled qHTS | 220,000 compounds, 2.6% hits | Potency, µM (titrated, usually from 57.7 µM), for the others: at the highest dose activity change, negative = inhibition, actives largely listed as inhibitors | KDM5B demethylase, FDH-coupled NADH fluorescence (FDH is formaldehyde dehydrogenase) | Lysine-specific demethylase 5B (Homo sapiens), Q9UGL1; active = well fitted inhibition curve with a large enough effect; inconclusive = small, poorly fitted or top-dose-only effect; inactive = no such curve, though single readings can be large or run the other way; also: 0% is about no effect; nearly all actives have a fitted effect of over 70% in size
# Target sequence (Q9UGL1 whole entry, looked up): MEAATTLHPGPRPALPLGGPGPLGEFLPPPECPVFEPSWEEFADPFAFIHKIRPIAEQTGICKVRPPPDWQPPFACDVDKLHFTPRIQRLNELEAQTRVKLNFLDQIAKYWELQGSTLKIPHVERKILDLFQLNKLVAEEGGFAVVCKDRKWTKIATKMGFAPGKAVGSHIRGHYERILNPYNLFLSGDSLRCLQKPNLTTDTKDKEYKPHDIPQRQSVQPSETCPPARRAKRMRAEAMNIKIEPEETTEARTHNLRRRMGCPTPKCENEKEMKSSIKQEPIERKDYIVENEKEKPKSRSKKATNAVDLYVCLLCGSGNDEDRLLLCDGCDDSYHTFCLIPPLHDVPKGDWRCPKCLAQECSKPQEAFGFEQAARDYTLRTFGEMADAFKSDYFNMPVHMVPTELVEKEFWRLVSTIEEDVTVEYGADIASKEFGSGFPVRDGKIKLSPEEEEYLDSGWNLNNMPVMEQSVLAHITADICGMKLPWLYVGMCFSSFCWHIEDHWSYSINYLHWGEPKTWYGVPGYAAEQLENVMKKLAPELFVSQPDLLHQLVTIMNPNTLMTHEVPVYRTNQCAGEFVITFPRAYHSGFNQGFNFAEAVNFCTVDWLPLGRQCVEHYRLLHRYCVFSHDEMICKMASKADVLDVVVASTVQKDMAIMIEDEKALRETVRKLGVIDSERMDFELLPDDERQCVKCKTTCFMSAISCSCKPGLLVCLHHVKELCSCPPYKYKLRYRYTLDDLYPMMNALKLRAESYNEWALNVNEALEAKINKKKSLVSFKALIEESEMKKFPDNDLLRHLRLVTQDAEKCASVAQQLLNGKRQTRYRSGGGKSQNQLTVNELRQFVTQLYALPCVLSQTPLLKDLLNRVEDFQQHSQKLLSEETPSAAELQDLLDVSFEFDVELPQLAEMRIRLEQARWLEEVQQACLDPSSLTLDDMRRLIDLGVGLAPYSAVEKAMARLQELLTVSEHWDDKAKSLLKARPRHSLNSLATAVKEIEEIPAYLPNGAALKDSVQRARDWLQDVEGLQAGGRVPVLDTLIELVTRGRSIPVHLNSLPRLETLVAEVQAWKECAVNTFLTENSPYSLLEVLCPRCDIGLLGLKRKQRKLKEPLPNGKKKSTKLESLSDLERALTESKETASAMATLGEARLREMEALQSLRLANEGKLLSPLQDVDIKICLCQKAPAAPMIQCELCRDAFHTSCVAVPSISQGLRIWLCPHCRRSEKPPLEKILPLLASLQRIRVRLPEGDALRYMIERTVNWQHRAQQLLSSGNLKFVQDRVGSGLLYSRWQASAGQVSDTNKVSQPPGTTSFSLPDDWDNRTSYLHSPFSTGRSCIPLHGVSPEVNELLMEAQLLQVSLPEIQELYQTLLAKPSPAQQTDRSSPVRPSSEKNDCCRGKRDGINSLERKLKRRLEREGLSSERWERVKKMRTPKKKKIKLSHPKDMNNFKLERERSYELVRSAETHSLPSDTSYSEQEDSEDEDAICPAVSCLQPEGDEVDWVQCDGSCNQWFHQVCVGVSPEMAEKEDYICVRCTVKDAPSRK
#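 Inhibition is measured as reduced NADH fluorescence generation from FDH coupling to formaldehyde release. Truncated KDM5BΔAP at 200 nM final acts on H3K4me3 peptide (12.5 µM in substrate mix) in pH 7.5 HEPES buffer with Tween-20, 30 min, room temperature.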
# Numbers without * were called inactive; u = inconclusive; [ ] = dose if it differs, or a comment. Potency is read from the fitted curve at half-maximal effect. Not all compounds are listed. The share of hits here may be higher or lower than overall.
Structure | KDM5B inhibitor
CC1CN(C(=O)C2CCN(c3nc(-c4ccccc4)nc4c3CCC4)CC2)CCN1 (centres undefined) | -5%
COc1cc(Nc2nc3ccccc3nc2NS(=O)(=O)c2cccc(Cl)c2)cc(OC)c1 | 11%
CCc1ccc(C2=C(C)C(N3CCC(C(=O)NCc4ccc(C)o4)CC3)=NS2(=O)=O)cc1 | u
COc1cc(NS(=O)(=O)c2ccc(F)cc2)c(C(=O)O)cc1OC | -2%
CN1CCN(C(=O)CN2CC3CC(C2)[C@H]2CCCC(=O)N2C3)CC1 (some centres undefined) | -17%
Cc1cccc(C(=O)NC2CCN(c3cc(-c4cccs4)[nH]n3)C2)c1 (centres undefined) | 11µM*
Cc1ccc(NC(=O)c2c3c(nc4ccccc24)CCCC3)cc1Cl | 1%
Cc1nc2cc(Cl)ccc2cc1C(=O)NC1CCS(=O)(=O)C1 (centres undefined) | 20%
Cc1ccc2c(=O)c(C(=O)c3ccc(Cl)cc3)cn(CC(=O)NC3CCCCC3)c2n1 | 6%
COC(=O)c1ccccc1NC(=O)c1cnn2cccnc12 | 0%
O=S(Cc1ccc(Cl)cc1)Cc1c(F)cccc1Cl (centres undefined) | 10%
Cc1nc(-c2c3n(c(=O)n(CC(=O)Nc4ccccc4F)c2=O)CCCC3)no1 | 20%
O=C(C[C@@H]1O[C@H](CNS(=O)(=O)c2ccc(Cl)cc2)[C@@H](O)[C@H]1O)N1CCN(c2ccc(F)cc2)CC1 | 6%
CC(NC(=O)/C(C#N)=C\c1ccccc1)C1CC2CCC1C2 (centres undefined) | u
CCCC(=O)Nc1cc(C)c(O)c(-c2nc3ncccc3o2)c1 | -16%
CCc1noc(-c2cccn3c(CNC(=O)c4ccc(OC)c(F)c4)nnc23)n1 | u
Cc1c(C)c(C)c(S(=O)(=O)Nc2ccc(F)c(C(=O)O)c2)c(C)c1C | u
COc1ccc(C2/C(=C(\O)c3ccc(F)cc3)C(=O)C(=O)N2c2cc(C)on2)cc1OC (centres undefined) | 2%
O=C(NCCN1CCCC1)C1CCN(c2nnc(-n3cccc3)s2)CC1 | 5%
O=C(c1cc(F)ccc1F)N1CCC[C@H]1c1nc(-c2ccc(F)cc2)no1 | 20%

# Later entries.
Structure | KDM5B inhibitor
CCOCCn1c(=O)c2c(nc(-n3nc(C)c(C)c3C)n2CC)n(C)c1=O | 13%
COc1ccc(C(=O)N2CC[C@@H]3CN(S(C)(=O)=O)[C@@H]3C2)c(C)c1 | -20%
O=C(CCC1CCCC1)NC1CCc2ccccc21 (centres undefined) | 7%
Cc1ccc(Nc2nc3ccccc3nc2-n2nc(C)cc2C)c(Cl)c1 | -20%
CC(=O)Nc1ccc(CN2CCCC23Cc2ccccc2CN(C(=O)CCC(=O)O)C3)cc1 (centres undefined) | -21%[115 µM]
COc1ccc2[nH]c(C[C@@H]3C[C@@H](C(C)C)[C@H](CNCc4cccnc4)C=C3C)nc2n1 | -11%[86.2 µM]
COc1cccc(C(=O)N2CCN(C(C(=O)O)c3cc(C)cc(C)c3)CC2)c1 (centres undefined) | -12%
O=C(Cn1ncc2c3ccccc3n(Cc3cccc(Cl)c3)c2c1=O)NC1CCCCCC1 | u
Cc1nn(S(=O)(=O)c2ccc(F)cc2)c(C)c1S(=O)(=O)N1CCC(C)CC1 | 7%
COc1ccc(CN2CC(OCc3ccccc3F)CN(C(=O)C3=NNC(=O)CC3)CC2=O)cc1 (centres undefined) | 48%[activator]
CCN1C(=O)C2CC3(CCN(C(=O)CC4CCCC4)CC3)CN2C1=O (centres undefined) | 25%
CCOC(=O)c1ccc(NC(=O)N2Cc3[nH]cnc3C[C@H]2c2nc(-c3cccc([N+](=O)[O-])c3)no2)cc1 | -32%
CCOC(=O)Cn1c(=O)n(-c2ccccc2OC)c2nc(-c3ccccc3C)nc(C(N)=O)c21 | u
COC(=O)[C@H](CC1CCCCC1)NC(=O)[C@@H]1CN(C(=O)c2ccc(N(C)C)cc2)CCN1C(C)=O | -3%
CC(Nc1ccc(Cl)c(Cl)c1)C(=O)NN (centres undefined) | 23%
Cc1nn2c(c1-c1ccccc1OCc1ccccc1)N(C(=O)C(C)C)CCC2 | 0%[86.2 µM]
Cc1ccc2c(CN3CCN(CCO)CC3)cc(=O)oc2c1C | 1%
CC(C)CN1C(=O)CO[C@H](c2ccc(NC(=O)C3CCCC3)cc2)[C@H]1CO | 13%[86.2 µM]
CC(O)CN1CC2(CCC1=O)CCN(C(=O)c1ccnn1C)CC2 (centres undefined) | 32%
CC(=O)Nc1ccc(S(=O)(=O)NC2(C(F)(F)F)C(=O)Nc3c2c(=O)[nH]c(=O)n3-c2ccc(C)c(C)c2)cc1 (centres undefined) | u

# The list goes on.
Structure | KDM5B inhibitor
CCCC(C(=O)NC(C)C)c1ccccc1 (centres undefined) | -4%
COc1cccc(NC(=O)Cn2c(=O)n(-c3cccc(OC)c3)c(=O)c3c4c(sc32)CCCC4)c1 | -17%
O=C(c1noc2c1CCCC2)N1CCOc2ccc(CN3CCN(c4ccccn4)CC3)cc2C1 | -22%
Cc1cccc(N2CCN(S(=O)(=O)c3ccc4c(c3)C(C(C)C)C(=O)N4)CC2)c1C (centres undefined) | -29%
CCc1ccccc1NC(=O)CCC(=O)c1ccc2c(c1)CCC2 | -28%
Cc1ccc(C(=O)c2ccccc2)cc1C | 22%
Cc1ccc2c(c1)c(=O)c(C(=O)c1ccncc1)cn2CC(=O)Nc1ccccc1Cl | -44%
CCOC(=O)Cn1c(=O)oc2cc(S(=O)(=O)N3CCN(c4cccc(C)c4C)CC3)ccc21 | 8%
CC1(C(=O)NCc2cc3n(n2)CCCN(S(C)(=O)=O)C3)CCCCO1 (centres undefined) | 31%
COc1ccc(OC)c([S+](=O)([O-])c2nnn3c2nc(NCCCOC(C)C)c2ccccc23)c1 | 89µM*
FC(F)(F)c1cccc(CSc2nccc(-c3ccc(Cl)cc3)n2)c1 | -5%
O=C(O)CSc1ccc2c(c1)OCCO2 | -2%
CC(C)(C)c1ccc(/C=N/NC(=O)Cc2cccc3ccccc23)cc1 | 0%
COc1cc(C2c3c(n[nH]c3C)Nc3[nH]c(=O)[nH]c(=O)c32)ccc1OC(F)F (centres undefined) | -13%
CCOc1ccc(C(=O)NC2CCN(c3cnn(CCOC)c(=O)c3)CC2)cc1 | 21%
Cc1nn(CC(O)c2ccc(F)cc2)c(=O)c2ccccc12 (centres undefined) | 5%
COc1ccc(C/C(N)=N/OC(=O)CCc2ccccc2)cc1 | -3%
C[C@@]1(O)CCN(C(=O)c2ccc(C(=O)N3CCOCC3)cc2)C[C@@H]1O | -17%
Cc1nc(NS(=O)(=O)c2ccc(Cl)s2)c2c3c(sc2n1)CCCC3 | u
O=C(COc1ccc(-c2ccccc2)cc1Cl)OCC(=O)c1ccc[nH]1 | -26%

# 2 compounds drawn at random from the list so far, as already listed:
Structure | KDM5B inhibitor
COc1ccc(CN2CC(OCc3ccccc3F)CN(C(=O)C3=NNC(=O)CC3)CC2=O)cc1 (centres undefined) | 48%[activator]
O=C(COc1ccc(-c2ccccc2)cc1Cl)OCC(=O)c1ccc[nH]1 | -26%

# New compounds follow.
Structure | KDM5B inhibitor
O=C(C1CC2(CCNCC2)CN1)N1CCc2c(nc(CC3CC3)[nH]c2=O)C1 (centres undefined) | 7%
CNC(=O)c1sc2ncccc2c1-n1cccc1 | -12%
O=C(CCC1CCN(S(=O)(=O)c2ccccc2F)CC1)NC1CC1 | 7%
C=CCSc1nc2c(C(=O)OCC)nnn2c2ccccc12 | u
CC1CCCN(CCCCNC(=O)CCc2ccc(C#N)cc2)C1 (centres undefined) | 12%
O=C(CCCc1ccccc1)N1CCC2(CC1)CC(OCC1CC1)CCO2 (centres undefined) | 0%
Cc1ccc(C)c(N2CCN(C(=O)c3ccc(CS(=O)(=O)c4ccc(Br)cc4)o3)CC2)c1 | -16%
CCOc1ccc(-c2cc(C(=O)NCc3ccc(C)cc3)c3ccccc3n2)cc1 | -13%
CCC(C(=O)NC1CCCCCC1)c1ccccc1 (centres undefined) | 11%
Cc1cc(CNC(=O)c2ccc3c(c2)OCO3)c2ccccc2n1 | -16%
Cc1ccc(CN(C(=O)COc2ccc(C)c(C)c2)C2CCS(=O)(=O)C2)o1 (centres undefined) | u
O=C(Cc1ccc(Cl)cc1)NCc1nnc2c(-c3nc(C4CC4)no3)cccn12 | 28µM*
COc1ccc(C(=O)N2CC(c3nnc(-c4ccc(C)cc4)o3)C3(CCOCC3)C2)cc1 (centres undefined) | 22%
COc1cccc(CNS(=O)(=O)c2ccc(N3CCCCS3(=O)=O)cc2)c1 | 2%
Cc1ccc(-c2cc(C(F)(F)F)n3nc(C(=O)Nc4ccc(C#N)cc4)cc3n2)cc1 | -16%
COC(=O)Cn1ccc2cc(S(=O)(=O)N3CCCCC3)ccc21 | -26%
CCC[C@H]1C[C@H]1C(=O)N1CCC2(CCC(=O)N(CC(N)=O)C2)CC1 | -5%
Cc1ccc(CN2CCOCCNC(=O)CC2)s1 | u
O=S(=O)(Cc1ccccc1)N1CC(c2nnc(-c3ccncc3)o2)C2(CCOCC2)C1 (centres undefined) | 8%
COc1cccc(CCC(=O)NC2CCN(C(=O)c3cc4c(=O)[nH]c(C)cn4n3)CC2)c1 | u

# 3 compounds out of the list above, ordered by the number in KDM5B inhibitor, low to high:
Structure | KDM5B inhibitor
COC(=O)Cn1ccc2cc(S(=O)(=O)N3CCCCC3)ccc21 | -26%
Cc1cc(CNC(=O)c2ccc3c(c2)OCO3)c2ccccc2n1 | -16%
COc1ccc(C(=O)N2CC(c3nnc(-c4ccc(C)cc4)o3)C3(CCOCC3)C2)cc1 (centres undefined) | 22%

# More results:
Structure | KDM5B inhibitor
CCOc1ccc(/C=C/c2nc(C#N)c(NCCCOC)o2)cc1 | u
FC(F)(F)c1cccc(NC2(c3nnnn3-c3ccccc3)CCCC2)c1 | 6%
COc1ccc(C2CC(=O)c3c([nH]c(C(=O)OCc4ccccc4)c3C)C2)cc1 (centres undefined) | 6%
Cc1ccc(C(=O)N2CCc3nc4cc(-c5ccccc5)[nH]n4c(=O)c3C2)cn1 | u
O=C(CCC[C@H]1NC[C@@H]2C[C@H]1CN(Cc1ccccc1)C2)NCCc1ccncc1 | u
Cc1cc(C)c(C(=O)Cn2nc(C(=O)O)c3ccccc3c2=O)c(C)c1 | 16%
OC1CCOC2(CCN(Cc3ccc(Br)o3)CC2)C1 (centres undefined) | -26%
CC(C)(C)N(Cc1ccccc1)C(=O)COC(=O)CN1C(=O)NC2(CCCC2)C1=O | 26%
COCC(=O)NC1CCCc2c1[nH]c1c(Cl)cccc21 (centres undefined) | u
O=C(Cc1cccnc1)N1CCc2c(nc3cc(-c4ccccc4)[nH]n3c2=O)C1 | 28µM*
CCc1nn(Cc2cccc(F)c2)c(=O)c2cc3cc(C)ccc3n12 | -12%
CCNC(=O)c1n[nH]c2c1CN(C(=O)c1ccc(C(F)(F)F)cc1)CC2 | 27%
Fc1cccc(-n2nc(C3CCOC3)nc2CC2CC2)c1 (centres undefined) | 39%[activator]
COc1ccc(C(=O)N2Cc3ccccc3C(O)C2)c(OC)n1 (centres undefined) | 15%
O=C(NC1CCCCNC1=O)c1cc(Cl)c2c(c1)OCCCO2 (centres undefined) | -9%
CCc1ccc(NC(=O)Cn2c(=O)n(CCC(=O)NCCc3ccc(Cl)cc3)c(=O)c3ccccc32)cc1 | -59%
C(#C[Si](C#CCN1CCCCC1)(c1ccccc1)C1CCCCC1)CN1CCCCC1 | -8%
CC(C)(C)CC(C)(C)NC(=O)/C=C/C(=O)O | 4%
O=C1CC2(CCN(Cc3cccnc3)CC2)Oc2ccccc2N1 | -8%[86.2 µM]
Cc1csc(Sc2ccc(Cl)cc2)n1 | 12%

# The list goes on, starting with the last 4 of the part before.
Structure | KDM5B inhibitor
C(#C[Si](C#CCN1CCCCC1)(c1ccccc1)C1CCCCC1)CN1CCCCC1 | -8%
CC(C)(C)CC(C)(C)NC(=O)/C=C/C(=O)O | 4%
O=C1CC2(CCN(Cc3cccnc3)CC2)Oc2ccccc2N1 | -8%[86.2 µM]
Cc1csc(Sc2ccc(Cl)cc2)n1 | 12%
Cc1cccc(NC(=O)Cn2c(=O)n(CCc3ccccc3)c(=O)c3ccccc32)c1 | -9%
CCCCNC(=O)CCCn1c(=O)c2ccccc2n(Cc2cccc(Cl)c2)c1=O | u
CN(CC1(C)CCOCC1)C(=O)c1ccc(Cl)s1 | 13%
Cc1ccc(-c2csc(NC(=O)c3ccc([N+](=O)[O-])o3)n2)cc1 | -8%
Cc1cccc(-c2noc([C@@H]3Cc4nc[nH]c4CN3C(=O)Nc3cccc(F)c3)n2)c1 | -20%[86.2 µM]
COc1ccc(CC(=O)N[C@@H]2CN(C)C[C@H]2CN(C)C)cc1 | -12%
CNC(=O)[C@@H]1CN(C(=O)c2cocn2)C[C@H]1COC | 5%
CCCn1c(C)cc(C(=O)Cn2cnc3c2c(=O)n(C)c(=O)n3C)c1C | 14%
COc1ccc(C(=O)N2CCN(Cc3cc(=O)n4nc(-c5ccccc5C)sc4n3)CC2)cc1OC | -19%
Cc1ccc(-c2nccc3c(=O)cc(N4CCN(C)CC4)oc23)cc1 | 40µM*
O=C(CN1CCOCC1)Nc1ccc(Br)cc1 | 0%
CN(C)CCNC(=O)c1nc2nc(-c3ccccc3)c(-c3ccccc3O)cc2n1C | u
C=CCc1c(C)[nH]c2c(C)cccc2c1=S | -16%
